High-throughput results (PubChem BioAssay)
CCT chaperon mod: High-Throughput Screening for Modulators of Cytosolic Chaperonin Activity; activity change, % (test concentration not listed), hits read low; purified chaperonin ATPase assay, HTRF ADP detection, 30 min; 360,000 compounds, 0.3% hits; in the data active = activity change below about -30%; note: % is set by controls: 0 for no effect and ±100 for the full control effect
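Nucleotide hydrolysis assay: TRiC at 20–40 nM final (set by batch activity) with 10 uM ATP, 30 min at 37 °C, in presence of 76 uM compound. Detection by competitive ADP HTRF, 30 min ambient.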
Mm-Cpn inhibitor: Inhibitors of TCP-1 ring complex (TRiC) of Methanococcus maripaludis (MmCpn): qHTS | 330,000 compounds, 0.031% hits | purified Mm-Cpn ATPase, ADP Transcreener TR-FRET | Potency, µM (highest dose often 76.9 µM), inactives show top-dose activity, negative = inhibition, actives largely listed as inhibitors | AID 504842, 2011 | Chaperonin Mm-Cpn (Methanococcus maripaludis); note: potency is the fitted concentration of half-maximal effect; % is set by controls: 0 for no effect and ±100 for the full control effect; nearly all actives have a fitted effect of over 80% in size
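25 nM Mm-CPN + cpd, 10 min 37°C; + 10 uM ATP, 30 min 37°C; buffer 30 mM Tris pH 7.4, 100 mM KCl, 5 mM MgCl2, 1 mM DTT; Transcreener ADP HTRF detection 30 min RT.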
EPAC1 agonist: qHTS for Agonist of cAMP-regulated guanine nucleotide exchange factor 3 (EPAC1): primary screen | 360,000 compounds, 0.073% hits | EPAC1 agonist qHTS, biochemical assay; response scale: 100% = response to 6.5 mM cAMP | Rap guanine nucleotide exchange factor 3 (Homo sapiens), O95398 | Potency, µM (highest dose often 154 µM), without a hit: top-dose activation, hits mostly activators; note: potency is the fitted concentration of half-maximal effect; nearly all actives have a fitted effect of over 60% in size
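Fluorescent GDP-exchange assay: 100 nM EPAC1 with 250 nM Rap1B preloaded with BODIPY-GDP and 50 uM GDP; compounds tested as concentration series, 5 min at room temperature, then read every 5 min for 30 min (ex 480/em 540 nm); normalized to 6.5 mM cAMP.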
EPAC1 antagonist: qHTS for Antagonist of cAMP-regulated guanine nucleotide exchange factor 3 (EPAC1): primary screen; Rap guanine nucleotide exchange factor 3 (Homo sapiens), O95398; EPAC1 GEF assay, Rap1b-BODIPY-GDP exchange fluorescence; Potency, µM (highest dose often 115 µM), for inactives: at the highest dose activity change, negative = inhibition, actives largely listed as inhibitors; 360,000 compounds, 0.14% hits; AID 720709, 2013;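 note: potency is the fitted concentration of half-maximal effect; plate controls were vehicle for no effect and positive control for full effect; nearly all actives have a fitted effect of over 50% in size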
WRN helicase inh: qHTS for Inhibitors of WRN Helicase | Potency, µM (doses to about 114 µM), for the others: at the highest dose activity change, negative = inhibition, actives largely listed as inhibitors | Bifunctional 3'-5' exonuclease/ATP-dependent helicase WRN (Homo sapiens), Q14191 | WRN helicase unwinding, fluorescent forked duplex, kinetic | 360,000 compounds, 0.46% hits | AID 651768, 2012; note: potency is the fitted concentration of half-maximal effect; % is set by controls: 0 for no effect and ±100 for the full control effect; nearly all actives have a fitted effect of over 55% in size
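WRN at 20 nM final was preincubated with compound for 15 min at room temperature; reaction started with 100 nM forked duplex oligonucleotide carrying fluorophore and quencher plus 2 mM ATP (final). Unwinding followed kinetically by red fluorescence (ex 525/em 598 nm).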
PI5P4Ka inh: qHTS for Inhibitors of phosphatidylinositol 5-phosphate 4-kinase (PI5P4K); Phosphatidylinositol 5-phosphate 4-kinase type-2 alpha (Homo sapiens), P48426; PI5P4Kalpha enzyme, ADP-Glo luminescence, 60 min; hits give low values; max response, %; 330,000 compounds, 1.2% hits; active = max response of -50% or lower; inconclusive = between -30% and -50%; inactive = -30% or higher; note: value at the top dose of about 77 µM; % is set by controls: 0 for no effect and ±100 for the full control effect
Target sequence (P48426 whole entry, looked up): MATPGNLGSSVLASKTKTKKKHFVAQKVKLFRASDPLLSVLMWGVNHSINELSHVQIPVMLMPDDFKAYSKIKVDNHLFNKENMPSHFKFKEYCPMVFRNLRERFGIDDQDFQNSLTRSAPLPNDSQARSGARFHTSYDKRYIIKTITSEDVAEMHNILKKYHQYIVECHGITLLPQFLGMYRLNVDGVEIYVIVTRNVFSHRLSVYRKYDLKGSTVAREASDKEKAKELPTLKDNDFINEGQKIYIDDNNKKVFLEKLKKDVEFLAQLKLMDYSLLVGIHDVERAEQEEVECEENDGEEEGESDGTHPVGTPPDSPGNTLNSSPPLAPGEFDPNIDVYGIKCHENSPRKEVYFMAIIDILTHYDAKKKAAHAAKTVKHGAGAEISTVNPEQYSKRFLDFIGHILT
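Single end-point luminescence (ADP-Glo) quantified ADP from PI5P4Kalpha turnover; ATP 5 microM final, 1 h at RT, 0.1% CHAPS and 0.28 mM EGTA in HEPES pH 7.4.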
EPAC2 antag: qHTS for Antagonist of cAMP-regulated guanine nucleotide exchange factor 2 (EPAC2): primary screen. Rap guanine nucleotide exchange factor 4 (Homo sapiens), Q8WZA2. EPAC2 GEF exchange of Rap1B-BODIPY-GDP, fluorescence. Potency, µM (doses to about 114 µM), without a hit: at the top dose activity, negative = inhibition, actives largely listed as inhibitors. 360,000 compounds, 0.18% hits. AID 720708, 2013; note: potency is the fitted concentration of half-maximal effect; % is set by controls: 0 for no effect and ±100 for the full control effect; nearly all actives have a fitted effect of over 45% in size; many of its hits are not listed in these tables
PLK1 PBD inh: qHTS for Inhibitors of PLK1-PDB (polo-like kinase 1 - polo-box domain): Primary Screen; Serine/threonine-protein kinase PLK1 (Homo sapiens), P53350; Plk1 PBD binding of FITC phosphopeptide, fluorescence polarization; 360,000 compounds, 2.8% hits; Potency, µM, for the others: max response, negative = inhibition, usual class: inhibitors; note: potency is the fitted concentration of half-maximal effect; series mostly up to about 57 µM; % is set by controls: 0 for no effect and ±100 for the full control effect; nearly all actives have a fitted effect of over 65% in size
Target sequence (P53350 whole entry, looked up, the tested form may be a part): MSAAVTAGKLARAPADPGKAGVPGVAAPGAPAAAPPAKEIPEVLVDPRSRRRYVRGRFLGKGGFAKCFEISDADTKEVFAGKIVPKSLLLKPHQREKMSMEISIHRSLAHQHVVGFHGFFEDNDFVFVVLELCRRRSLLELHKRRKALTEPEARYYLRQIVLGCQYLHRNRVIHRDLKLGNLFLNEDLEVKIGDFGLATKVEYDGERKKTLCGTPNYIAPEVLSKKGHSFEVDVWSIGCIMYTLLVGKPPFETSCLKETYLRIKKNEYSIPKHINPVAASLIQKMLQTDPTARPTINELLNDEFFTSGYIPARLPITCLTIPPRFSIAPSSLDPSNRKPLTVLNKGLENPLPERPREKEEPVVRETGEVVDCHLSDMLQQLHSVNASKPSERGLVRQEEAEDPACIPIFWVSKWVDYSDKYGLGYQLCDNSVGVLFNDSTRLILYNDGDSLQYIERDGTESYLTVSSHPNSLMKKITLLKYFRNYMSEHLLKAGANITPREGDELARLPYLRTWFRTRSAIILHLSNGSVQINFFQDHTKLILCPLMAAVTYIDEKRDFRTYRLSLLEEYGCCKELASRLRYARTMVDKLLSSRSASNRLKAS
* marks the source's active call; other numbers are inactive results; ? = inconclusive; . = not tested or not shown; [ ] = dose if it differs, or a comment. Unless noted, calls come from the whole dose curve; as a rule, active = well fitted curve in the direction sought with a large enough effect; inconclusive = small, poorly fitted or top-dose-only effect, or another doubt; inactive = no such curve, though single readings can be large; an effect the other way counts as inactive or inconclusive. These rows are one share of the data, so the mix of outcomes need not match the whole.

SMILES	CCT chaperon mod	Mm-Cpn inhibitor	EPAC1 agonist	EPAC1 antagonist	WRN helicase inh	PI5P4Ka inh	EPAC2 antag	PLK1 PBD inh
CCOc1ccc(CCNC(=O)c2cccc(S(=O)(=O)N3CCCC3)c2)cc1OCC	0.8	-0.3%	-4.2%	0.4%	11.7%	-2.0	14.8%	-1.3%
Cc1ccc(NC(=O)CSc2n[nH]c(C)c2[N+](=O)[O-])cc1C	0.1	0.5%	-16.7%	6.5%	1.4%	-7.6	13.7%	-0.7%
Clc1cccc(CN2CCN(c3nc4nonc4nc3NC3CC3)CC2)c1	1.2	1.3%	16.9%	11.4%	1.0%	0.8	-2.4%	-5.5%
CN(NC(=O)C1CC(=O)N(c2ccccc2)C1)C1=NS(=O)(=O)c2ccccc21 (stereo not given)	-0.5	-0.5%	-3.0%	?	-15.8%	4.5	-11.3%	-14.8%
O=C(Nc1ccccc1C(=O)N1CCOCC1)C1CC(=O)N(c2ccc(F)cc2)C1 (stereo not given)	1.3	-3.4%	-9.1%	-9.9%	-1.9%	-0.6	-5.8%	-30.0%
CCc1nc2ccc(C(=O)Nc3ccc(OC)c(OC)c3)cn2c1N(CCC(C)C)CCN(C)C	-1.1	.	-7.3%	5.0%	-16.8%	8.3	16.8%	0.0%
CC(C)[C@@H]1NC(=O)c2cc([N+](=O)[O-])cc(I)c2OCC[C@@H](C(N)=O)NC(=O)[C@H](CCC(=O)O)NC1=O	0.3	0.4%	13.8%	-1.5%	4.5%	-5.4	1.4%	-1.4%
O=C1N=c2ccccc2=C1c1sc(NS(=O)(=O)Cc2ccccc2)nc1O	2.1	-8.0%	-1.4%	?	-11.8%	-54.3*	?	?
Cc1ccc(NC(=O)C2CCCC2)cc1Cl	0.7	.	9.5%	-23.8%	-8.0%	0.1	-5.9%	-7.0%
Cc1cccc(NC(=O)NCc2ccc3c(c2)OCO3)c1C	0.1	-6.3%	4.0%	8.2%	-2.3%	-0.9	-26.4%	8.1%
CN(C)CC(=O)Nc1ccc2c(c1)[C@H]1C[C@H](CC(=O)NCc3ccc4c(c3)OCO4)O[C@H](CO)[C@H]1O2	1.1	.	-7.8%	-12.2%	2.2%	-2.6	-29.7%	-11.6%
CC(=O)Nc1ccc(S(=O)(=O)N2CCc3cc4c(cc3C2C)OCCCO4)cc1 (stereo not given)	1.1	0.3%	5.3%	-2.9%	-2.5%	-2.5	-4.5%	-4.5%
COc1ccc(Cl)cc1C(=O)NNC(=S)NC1CCCCC1	-0.4	-2.4%	12.0%	-4.4%	-9.0%	4.8	3.0%	-8.5%
CC(=O)NCC1(O)CCCC(C)C1 (stereo not given)	-2.4	-1.7%	5.9%	-0.6%	3.2%	7.6	3.1%	1.0%
CC1(c2ccc3c(c2)OCO3)NC(=O)N(CC(=O)c2ccc[nH]2)C1=O (stereo not given)	0.5	0.3%	-3.6%	-0.9%	-0.9%	-23.8	7.6%	-0.3%
CCOC(=O)c1sc(=S)n(CC)c1NC(=O)CC	-4.4	1.8%	2.1%	3.4%	-3.6%	.	-0.9%	-13.9%
CCN(CC)S(=O)(=O)c1ccc2[nH]cc(C(=O)NCCCN3CCCCC3)c(=O)c2c1	0.3	-2.1%	3.9%	-5.4%	-32.5%[57.1 µM]	3.3	-9.8%	-11.7%
CN(C)c1ccc(C(=S)N2CCN(C(=S)Nc3cccc4ccccc34)CC2)cc1	-4.8	2.7%	7.6%	4.3%	-1.2%	-14.3	-1.3%	-6.4%
CC1(C)C2([N+](=O)[O-])CN(CCO)CC1([N+](=O)[O-])CN(CCO)C2	-0.3	-0.5%	4.4%	0.2%	2.0%	2.9	-3.5%	-7.8%
Cc1c(NC(=O)c2cc3c(s2)-c2ccccc2OC3)cccc1[N+](=O)[O-]	1.0	-10.8%	0.4%	5.7%	-2.9%	-2.0	5.2%	1.7%
CN(CC(=O)NCCc1ccc(S(N)(=O)=O)cc1)Cc1c(F)cccc1Cl	-1.2	2.6%	-4.1%	5.2%	1.8%	-10.3	9.2%	2.5%
Cc1cnc(C(=O)OCC(=O)NCCc2ccccc2)cn1	-0.4	0.1%	1.0%	-2.9%	4.7%	.	-6.8%	4.2%
COc1ccc(S(=O)(=O)NC(CC(=O)NCC2CCCO2)c2ccco2)cc1 (stereo not given)	-0.9	-0.5%	1.7%	1.2%	-7.3%	11.6	-4.5%	4.9%
CC(NC(=O)[C@H](C)N1C(=O)N2CCc3c([nH]c4ccccc34)[C@@]2(C)C1=O)c1ccccc1 (stereo not given in full)	1.2	-2.0%	-15.7%	-6.3%	1.8%	5.7	10.8%	-1.6%
CCn1c(COc2ccc(Cl)cc2)nnc1SCc1ccc(C#N)cc1	-0.4	0.4%	3.0%	4.6%	2.4%	10.9	-6.4%	?
Next section.
SMILES	CCT chaperon mod	Mm-Cpn inhibitor	EPAC1 agonist	EPAC1 antagonist	WRN helicase inh	PI5P4Ka inh	EPAC2 antag	PLK1 PBD inh
Cc1ccccc1-c1nc(CN(Cc2c(C)nn(C)c2C)C2CC2)c(C)o1	-6.5	-1.2%	-3.3%	-19.6%	0.4%	3.9	-21.0%	-12.4%
CN(NC(=O)NN(C)C(=O)c1ccccc1)C(=O)c1ccccc1	1.6	.	-10.0%	5.8%	6.2%	-2.4	12.2%	1.1%
Cc1c(NC(=O)c2csc3c2CCCC3)c(=O)n(-c2ccccc2)n1C	-2.3	-0.5%	11.4%	8.8%	2.7%	10.3	3.3%	-2.6%
O=S(=O)(O)c1ccc(N=Nc2ccccc2)cc1	-1.9	1.4%	-0.2%	-19.6%	-10.4%	-15.4	-9.4%	-14.3%
COc1ccc(CCN2C(=O)CC(Cc3ccccc3)C2=O)cc1OC (stereo not given)	-2.5	1.9%	-4.0%	-12.2%	4.3%	1.7	-5.3%	4.0%
CCCCCC(N)=O	-0.3	0.2%	-5.1%	15.7%	2.6%	0.8	-0.7%	-5.5%
Cc1nc2ccccn2c1C(=O)N/N=C/c1cc(C)n(-c2ccc(Cl)cc2)c1C	2.0	0.2%	4.9%	-25.1%	3.0%	.	-2.1%	-0.3%
COC(=O)c1ccccc1NC(=O)c1cncc(Br)c1	-4.2	-19.2%	-1.6%	11.4%	-9.6%	.	22.4%	0.4%
COC(=O)c1[nH]nc2c1C(=O)N(Cc1ccccc1)C2=O	-1.8	-0.3%	15.9%	2.0%	14.8%	?	3.4%	-5.8%
Cc1oc(-c2ccc(Cl)cc2)nc1CSCC(=O)NCCCN1CCOCC1	0.9	0.8%	-8.8%	7.6%	0.9%	.	-3.3%	-1.9%
O=C(CCS(=O)(=O)c1ccc(F)cc1)Nc1nnc(-c2ccc(F)cc2)o1	1.0	-4.3%	-9.1%	-10.7%	-26.7%	-5.8	17.8%	-18.0%
COc1cc(-c2nc(-c3cccc(C(F)(F)F)c3)no2)cc(OC)c1OC	1.3	0.2%	-0.6%	-29.4%	4.6%	46.0	-17.3%	-13.9%
O=C(CCS(=O)(=O)c1ccc(Cl)cc1)Nc1nnc(-c2ccco2)o1	0.0	-3.1%	-0.6%	-3.4%	-7.3%	3.9	-1.1%	1.4%
Cc1ccc(CNC(=O)c2cncc(Br)c2)cc1	-0.6	0.4%	0.3%	-14.9%	-1.6%	7.6	2.3%	-9.6%
Cc1ccc(NC(=O)CCC(=O)c2ccc(Br)cc2)cc1	0.3	-2.6%	11.1%	11.4%	-4.0%	9.2	3.1%	-7.1%
Cc1ccc([N+](=O)[O-])c(OCCn2cnc3ccccc32)c1	-1.4	-1.0%	0.6%	0.3%	-6.2%	2.5	-15.4%	-5.8%
O=C(NCc1ccc(Cl)cc1)C1CCN(S(=O)(=O)c2cc([N+](=O)[O-])ccc2Cl)CC1	0.2	1.4%	-0.9%	3.5%	-4.7%	0.8	-0.3%	1.7%
CCOC(=O)C1CCN(CC(=O)N2C(C)CCCC2C)CC1 (stereo not given)	0.9	1.9%	4.1%	3.7%	13.2%	.	5.7%	-8.0%
O=C(CSc1nc2cc(Cl)ccc2s1)N1CCCc2ccccc21	2.2	-0.8%	16.6%	-1.5%	-11.5%	.	-0.9%	-8.1%
O=C(c1ccc(Cl)cc1Cl)N1CCc2ccccc21	-1.0	-3.4%	9.5%	-21.0%	-5.3%[57.1 µM]	-1.0	?	-4.2%
COc1ccc(NCC(=O)N/N=C2\CCCC(C)C2)cc1 (stereo not given)	-1.8	-1.5%	-1.2%	0.7%	-7.8%	3.3	6.7%	-5.3%
Clc1ccccc1-c1nn2c(COc3ccccc3)nnc2s1	-0.2	-9.5%	-7.4%	-6.6%	-6.0%	.	3.7%	?
N#Cc1c(-c2ccccc2)nc(SCC(=O)Nc2ccccc2F)[nH]c1=O	-4.5	-24.3%	-2.9%	4.2%	-5.0%	-29.4	3.3%	30.0%
COc1ccc(Cc2nnc(NC(=O)C3CC(=O)N(c4ccccc4C)C3)s2)cc1OC (stereo not given)	3.1	0.3%	-21.7%	-22.4%	-20.5%	-10.2	-7.3%	-20.0%
Cn1cc(CCC(=O)NCc2ccc3c(c2)OCO3)c2ccccc21	0.9	-0.5%	23.6%	-0.1%	-1.2%	.	3.4%	-12.5%
CN(Cc1cnc2nc(N)nc(N)c2n1)c1ccc(C(=O)NC(CCC(=O)O)C(=O)O)c2ccccc12 (stereo not given)	-4.8	.	-4.2%	-13.8%	?	-0.3	-2.8%	-10.4%
COc1cc2c3nnc(-c4ccc(F)cc4)c-3cn(Cc3ccccc3F)c2cc1OC	-7.0	-5.8%	-12.2%	5.1%	-0.1%	-2.4	78.4%[activator]	?

Some values from the list.
COc1ccc(CCN2C(=O)CC(Cc3ccccc3)C2=O)cc1OC (stereo not given) @ PI5P4Ka inh = 1.7
COc1cc2c3nnc(-c4ccc(F)cc4)c-3cn(Cc3ccccc3F)c2cc1OC @ WRN helicase inh = -0.1%
